PfM18AAP inh: PfM18AAP enzyme inhibition. 1.2% of 290,000 active. recombinant PfM18AAP, H-Glu-NHMec fluorogenic cleavage. AID 1822. inhibition, % at 7.35 µM;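 active means inhibition above the campaign mean inhibition over all tested compounds plus 3 SD, cut at about 28% in these data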;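 further: 0% = plate median of test compound wells and 100% = 2 mM ZnCl2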
MEKK3 PB1 HTS: modulators (inhibitors or enhancers) of MEK5 binding to human MEKK3 PB1 domain; bead-based flow cytometry, Alexa488-MEK5 binding to MEKK3; actives lie on both sides; 0 = blocked by unlabeled MEK5, 100 = vehicle; binding response (% of control), % at 10 µM; 1.4% of 290,000 active; AID 1529;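 active means binding response more than 3 SD above or below the average of its plate-row segment, actives on both sides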;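 further: Alexa488 bead fluorescence after subtracting the streptavidin-only scavenger bead signal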
Target sequence (Q99759 whole entry, looked up, the tested form may be a part): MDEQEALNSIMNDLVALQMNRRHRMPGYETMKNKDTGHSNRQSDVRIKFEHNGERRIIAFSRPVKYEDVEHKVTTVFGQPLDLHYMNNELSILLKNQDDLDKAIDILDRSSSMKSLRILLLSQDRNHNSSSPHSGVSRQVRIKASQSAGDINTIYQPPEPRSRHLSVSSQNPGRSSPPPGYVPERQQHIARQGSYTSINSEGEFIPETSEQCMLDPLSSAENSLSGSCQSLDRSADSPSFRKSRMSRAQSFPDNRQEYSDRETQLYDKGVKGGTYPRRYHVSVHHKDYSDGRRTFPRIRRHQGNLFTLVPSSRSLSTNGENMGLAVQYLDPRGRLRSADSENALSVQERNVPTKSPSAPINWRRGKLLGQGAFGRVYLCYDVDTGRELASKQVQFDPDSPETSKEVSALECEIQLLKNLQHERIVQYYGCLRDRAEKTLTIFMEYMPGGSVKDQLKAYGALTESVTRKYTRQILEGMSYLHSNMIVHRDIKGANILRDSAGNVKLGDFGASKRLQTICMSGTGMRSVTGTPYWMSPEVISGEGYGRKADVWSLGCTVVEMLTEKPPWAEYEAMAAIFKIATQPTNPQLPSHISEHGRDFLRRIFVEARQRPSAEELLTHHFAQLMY
MEKK2mut PB1 HTS: signal of MEK5 binding to mutant human MEKK2 PB1 domain | bead flow cytometry, Alexa488-MEK5 binding to MEKK2 mutant | percent response, % at 10 µM | 0.35% of 290,000 active | AID 1530; in the data active means percent response above about 24%, passing the limit was not always enough; further: inactives centre near 1; some results filed as inactive read as strong as hits; reference of the scale not given here
SUMO HTRF inh: blocks human SUMOylation mediated by UBC9; P63279; HTRF SUMOylation assay, SAE1/SAE2 + UBC9, in vitro; inhibition, % at 35 µM; 0.36% of 290,000 active; AID 2006; in the data active means inhibition above about 50%, passing the limit was not always enough; further: strong numbers were not always called active
Target sequence (P63279 whole entry, looked up): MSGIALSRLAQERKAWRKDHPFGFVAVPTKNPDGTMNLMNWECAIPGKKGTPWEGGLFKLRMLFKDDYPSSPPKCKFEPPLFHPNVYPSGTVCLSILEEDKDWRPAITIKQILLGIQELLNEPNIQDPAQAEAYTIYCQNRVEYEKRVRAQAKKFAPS
IDE cell activ: boosts human insulin-degrading enzyme activity in HEK cells | P14735 | FAbeta-B cleavage, fluorescence polarization; 0% vehicle, 100% cell-free pure enzyme wells | activation, % at 5.96 µM | 0.073% of 340,000 active | AID 493087;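 active means activation above the mean of all tested compounds plus 3 SD, set per screening campaign, cut at about 17% in these data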
MEKK2wt PB1 HTS: raises or lowers MEK5 binding to wildtype human MEKK2 PB1 domain | Q9Y2U5 | bead flow cytometry, Alexa488-MEK5 binding to MEKK2 WT; actives lie on both sides | binding response (% of control), % at 10 µM | 1.1% of 290,000 active; in the data active means binding response below about 67% or above about 130%
p-CIP stab down: p/CIP protein destabilization; Q05BA5; F442A p/CIP-EGFP cells, EGFP fluorescence, 16 h; decrease of EGFP signal, % at 10 µM; 0.01% of 290,000 active;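 active means EGFP signal decrease of at least 30% at 10 µM or well 3 SD below plate mean, unless failing retest; inactive means the rest, including hits failing retest or dose response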; further: some compounds called inactive have numbers as strong as hits; many of its hits are not listed in these tables
IDE cell inh: cellular human IDE inhibition. inhibition, % at 5.59 µM. 0.41% of 320,000 active. P14735. HEK cells, FAbetaB cleavage, fluorescence polarization;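 active means percent inhibition above the average of all tested compounds plus 3 SD, set per screening campaign, cut at about 16% in these data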;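 further: IDE supplied by intact live HEK cells; FP after avidin binding of uncleaved biotin substrate so inhibition keeps polarization high; 0% = DMSO wells and 100% = 60 µM reference IDE inhibitor Ii1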
NALP1 inh: NALP1 inhibition | AID 2071 | inhibition, % at 10 µM | S. cerevisiae NALP1/ASC/caspase-1 growth, X-gal OD620, 72 h | 0.61% of 280,000 active; in the data active means inhibition mostly above about 24%, no sharp cut-off; inactive means mostly below about 32%; further: some compounds called inactive have numbers as strong as hits
The depositor's hits bear a star; x = no result given.

Preview:
SMILES	PfM18AAP inh	MEKK3 PB1 HTS	MEKK2mut PB1 HTS	SUMO HTRF inh	IDE cell activ	MEKK2wt PB1 HTS	p-CIP stab down	IDE cell inh	NALP1 inh
CC(=O)N1CCN(S(=O)(=O)c2cccc(C(=O)Nc3ccc(F)c(F)c3)c2)CC1	-3	103	-1	-3	3	101	-7	-9	-2
CCc1nc(SCC(=O)c2c[nH]c3ccccc23)n[nH]1	1	60	-16	16	-1	66	10	0	-5
O=C(CSc1ccc(-c2cccnc2)nn1)N1CCCC1	-8	87	-1	-9	3	102	12	-1	32

The list itself, previewed entries included:
SMILES	PfM18AAP inh	MEKK3 PB1 HTS	MEKK2mut PB1 HTS	SUMO HTRF inh	IDE cell activ	MEKK2wt PB1 HTS	p-CIP stab down	IDE cell inh	NALP1 inh
CC(=O)N1CCN(S(=O)(=O)c2cccc(C(=O)Nc3ccc(F)c(F)c3)c2)CC1	-3	103	-1	-3	3	101	-7	-9	-2
CCc1nc(SCC(=O)c2c[nH]c3ccccc23)n[nH]1	1	60	-16	16	-1	66	10	0	-5
O=C(CSc1ccc(-c2cccnc2)nn1)N1CCCC1	-8	87	-1	-9	3	102	12	-1	32
COc1ccc(N2CCN(C(=O)Cc3ccc(-n4c(=O)[nH]c5ccccc5c4=O)cc3)CC2)cc1	7	97	-5	-10	-4	93	-6	14	1
COc1ccc(C(c2nnnn2C(C)(C)C)N2CCN(c3nc4ccccc4s3)CC2)cc1OC (stereo not given)	1	104	3	-7	-8	102	-20	x	1
COc1cccc(C(=O)Nc2ccc(F)cc2F)c1	0	105	4	8	-4	107	-24	4	11
CC(C)CNC(=O)COc1ncnc2sccc12	-3	97	-4	14	3	97	0	1	-1
CN(CCC#N)C(=O)CSc1nnc(-c2c[nH]c3ccccc23)o1	-1	92	-2	7	3	95	-14	1	10
O=C(NCc1ccccc1C(F)(F)F)C1CC(c2cccc(F)c2)=NO1 (stereo not given)	x	110	7	-13	1	94	6	-1	4
O=C(C1CCCN(c2nnc(-n3cccc3)s2)C1)N1CCN(c2ccccc2)CC1 (stereo not given)	3	101	8	2	6	99	-28	1	-9
O=C(CNC(=O)c1cccc(F)c1)OCC(=O)N1CCN(C(=O)c2ccco2)CC1	-10	108	6	9	0	114	-3	-1	x
N#C/C(=C\c1cccs1)C(=O)c1ccccc1Cl	17	94	-7	22	x	95	-4	3	3
O=C(NNS(=O)(=O)c1ccc(F)cc1)c1ccc2c(c1)OCO2	50*	99	7	14	2	106	-9	2	4
COC(=O)/C=C1\S/C(=N/N=C/c2ccc(Cl)cc2)NC1=O	6	87	-12	-1	7	86	8	2	x
Cc1cc(N2CCN(C)CC2)nc2ccc(NC(=S)N3CCCCCC3)cc12	0	100	10	-4	0	127	1	3	-21
COc1ccc(N2CCN(C(CNC(=O)C(C)C)c3ccc4c(c3)OCO4)CC2)cc1 (stereo not given)	-3	101	4	14	4	107	-3	-3	3
CN1CCN2c3ccccc3Cc3ccccc3C2C1 (stereo not given)	9	65	5	8	0	87	1	4	20
CCCCNC(=O)NCCN1CCOCC1	-10	103	-1	18	0	98	-14	0	27
Cc1ccc(NC(=O)c2cccc(C(=O)OC(C)C)n2)c(Br)c1	0	100	-8	-61	1	96	18	3	-1
CCOc1ccc(N(CC(=O)Nc2ccccc2OCC)S(=O)(=O)c2c(C)noc2C)cc1	-6	105	11	-4	11	103	-18	-1	7
COc1ccc(NC(=S)NC(=O)c2ccccc2)cn1	5	97	-4	0	-1	96	-5	x	10
Cc1nn(-c2ccc(F)cc2F)c2c1-c1nc(N3CCCC3)ncc1CC2	2	76	-11	-47	-4	78	-5	2	-15
Cc1cccc(OCCNc2cc(N3CCN(CCO)CC3)ccc2[N+](=O)[O-])c1	3	107	6	-12	3	131	7	10	37
CCCc1[nH]n(-c2nc3ccccc3s2)c(=O)c1C=NCCN1CCOCC1	-1	89	-7	-8	8	91	-3	2	2
Cc1cc(C)c(C#N)c(Sc2nnnn2-c2ccccc2)n1	8	98	2	-6	-3	101	-1	-4	32
COCCNc1nc(SC)nc2sc3c(c12)CCN(C)C3	10	94	-3	6	4	96	4	2	7
COc1ccc2c(CSc3nnc(-c4cccnc4)n3-c3ccccc3F)cc(=O)oc2c1	3	115	0	2	-19	102	-3	12	11
COc1ccc(NC(=O)c2cc(-c3ccc(C)cc3O)n[nH]2)c(OC)c1	8	102	3	3	-9	106	-9	2	11
CN(C)/C=C(\C#N)S(=O)(=O)c1ccc(Cl)cc1	-2	99	4	16	x	98	-3	13	x
Cc1ncc(CSc2ccc(Cl)cc2)c(CO)c1O	-3	106	7	2	1	107	-6	-1	13
CCn1nc(C)cc1C(=O)Sc1cccc(Br)c1	8	96	-15	11	-4	93	-11	6	-2
COC(=O)/C(=N/Nc1ccc(C)cc1)N1CCCc2ccccc21	6	120	-1	-11	2	100	4	2	46
O=C(c1ccc(CN2CCc3ccccc3C2)cc1)N1CCN(c2ccccc2)CC1	-1	93	-4	14	-2	94	-9	6	19
CCOC(=O)C(CC)Sc1nc2c(cnn2-c2ccc(F)cc2)c(=O)[nH]1 (stereo not given)	0	103	4	-2	-4	109	2	-1	10
CC(C)N(CCc1ccncc1)C(=O)Nc1ccc(Cl)c(Cl)c1	2	114	7	-10	-1	113	-5	-1	-2
Cc1ccc(-c2nc(C#N)c(N3CCC(C)CC3)o2)cc1	4	107	7	-16	3	102	4	7	7
COc1ccc(NC(=O)CSc2nc3sc(C)cc3c(=O)n2C)cc1	3	101	1	2	0	95	-7	3	-3
Cc1nc2ccc(NC(=O)c3ccc(Cl)c(NC(=O)c4cccs4)c3)cc2s1	-9	104	5	-2	0	98	3	3	18
Cc1cc2cc(C)c3nnc(SCC(=O)Nc4ccc(S(=O)(=O)N5CCCCC5C)cc4)n3c2cc1C (stereo not given)	-2	95	-2	-1	-4	95	-2	1	-11
CCOC(=O)c1sc(=NC(=O)/C=C/c2ccccc2)n(C)c1C	-13	97	-4	2	-2	89	13	4	-3
CNC(=O)c1[nH]nc2c1CCc1cc(OC)ccc1-2	5	93	-2	3	7	90	-13	3	-1
COc1ccc(NC(=S)N2CCCN(Cc3cccc(Cl)c3)C2)cc1	-1	87	-15	-6	8	80	5	3	3
O=C(Nc1ccc(C2CC2(Cl)Cl)cc1)c1cccc([N+](=O)[O-])c1 (stereo not given)	6	108	4	-5	4	105	-12	1	5
COc1ccc(NC(=O)C(NC(=O)c2ccc(=O)[nH]c2)c2ccc(OC)cc2)cc1 (stereo not given)	3	104	-2	-5	5	94	14	3	15
CC(NC1CCCC1)C(=O)Nc1ccccc1-c1ccccc1 (stereo not given)	-10	101	3	12	-1	101	-13	0	1
CCCc1nc2oc3c(=O)[nH]cnc3c2c2c1COC(C)(C)C2	-3	101	2	22	12	102	-12	-4	x
O=C(c1ccccc1)N1CCN(C(=O)c2cc3ccccc3oc2=O)CC1	-2	98	3	6	-2	95	-11	3	-8
Cc1cnc([N+](=O)[O-])n1CCOC(=O)NC(=O)c1ccccc1	6	106	-5	1	1	100	0	1	14
CCc1nnc(NC(=O)c2ccc(COc3ccccc3Cl)o2)s1	3	100	1	7	1	99	-12	1	8
O=C(CNCc1cccnc1)Nc1cc(C(F)(F)F)ccc1N1CCOCC1	8	100	2	7	-2	101	12	3	7
CCS(=O)(=O)C1=NN2C(=N)/C(=C\c3ccc(OC(=O)c4ccco4)cc3)C(=O)N=C2S1	7	102	1	-20	4	99	0	2	16
COc1ccc(CCNC(=O)c2c(Cl)ccc(Cl)c2OC)cc1OC	6	98	1	0	-2	95	-13	-2	-71
CCOC(=O)/C(=N/Nc1ccc(Cl)cc1)Sc1nnnn1-c1ccc(C)cc1	-9	100	-1	-17	4	102	0	5	3
CCOC(=O)C1CCCN(C(=O)c2ccc([N+](=O)[O-])cc2)C1 (stereo not given)	-2	100	-1	14	-1	96	-18	-3	29
CCOc1ccccc1N(C)C(=O)C1CCN(S(=O)(=O)c2cccc3nonc23)CC1	-2	98	-6	-8	-2	94	3	2	1
N#Cc1ccc(C(=O)NCC(c2ccco2)N2CCCCC2)cc1 (stereo not given)	-19	99	-3	1	4	102	-14	-2	11
CC1(C)C(=O)N(c2ccccc2)C1c1ccccc1O (stereo not given)	5	103	2	-25	-2	105	-1	3	-7
NC(=O)c1ccc(NC(=O)CCC(=O)N2CCN(S(=O)(=O)c3ccc(Cl)cc3)CC2)cc1	-1	102	-1	-18	-3	103	-15	3	-19
CC(=O)NC1C(=O)N=C(SC(C)C(=O)Nc2cccc(Cl)c2)NC1=O (stereo not given)	4	103	5	0	3	109	-3	4	-2
CCn1c(SCC(=O)NCc2ccc3c(c2)OCO3)nc2c(c1=O)SCC2	-1	110	7	8	-1	109	-9	-1	21

Further results follow.
SMILES	PfM18AAP inh	MEKK3 PB1 HTS	MEKK2mut PB1 HTS	SUMO HTRF inh	IDE cell activ	MEKK2wt PB1 HTS	p-CIP stab down	IDE cell inh	NALP1 inh
COc1ccc(Cc2nnc(NC(=O)c3cccc([N+](=O)[O-])c3)s2)cc1	-3	121	1	22	9	110	8	-1	19
COc1ccc(NC(=O)CC(C(=O)O)C(C)c2ccccc2)cc1 (stereo not given)	-2	108	29*	-4	2	160*	-2	x	18
COC(=O)c1cc(OC)c(OC)cc1NC(=S)Nc1cccc(Cl)c1	4	95	-3	6	1	90	-18	3	-2
CN(C)CCNC(=O)/C(=C/c1ccc(-c2cccc(Cl)c2)o1)NC(=O)c1ccccc1	-2	109	2	4	3	123	-13	6	30
CCCCNC(=O)Cn1cnc([N+](=O)[O-])n1	3	95	3	-10	-1	94	-8	-4	-12
CC(C)C[C@@H](C(=O)O)N(Cc1cccc(CN([C@@H](CC(C)C)C(=O)O)S(C)(=O)=O)c1)S(C)(=O)=O	1	98	9	0	-2	103	1	1	8
O=C(c1ccccc1)c1c[nH]c(C(=O)NNc2ccccc2)c1	14	99	-2	14	0	101	1	0	10
CCn1c(SCc2cc(=O)n3ccsc3n2)nc2ccccc21	5	98	-2	16	-2	98	0	13	7
Cc1cccc(NC(=O)CCc2nnc3ccc(NCc4ccco4)nn23)n1	25	100	0	-1	-2	98	12	2	7
Cc1ccc(C(NC(=O)/C=C\c2ccc3c(c2)OCO3)C(=O)Nc2ccc3c(c2)OCO3)cc1 (stereo not given)	2	106	-1	4	6	94	4	5	2
CCc1ccc(-c2cc(C)no2)cc1S(=O)(=O)N1CCN(c2ccc(OC)cc2)CC1	4	100	1	5	-1	100	-4	2	7
C=CCNc1oc(COc2ccc(C)cc2)nc1C#N	-4	92	-3	-11	-1	93	8	5	55
CC(=O)N1CCc2cc(S(=O)(=O)CCC(=O)NCc3ccc(F)cc3)ccc21	-2	99	-1	2	7	102	-8	-5	13
O=C(O)/C=C/C(=O)Nc1ccc(OC(F)(F)Cl)cc1	-5	91	0	7	0	88	-2	-1	13
COC(=O)c1c(C)oc(C)c1S(=O)(=O)NCc1ccc(Cl)cc1Cl	3	93	-10	16	-1	91	0	7	x
[O-][n+]1c(/C=C/c2ccccc2)ccc2ccccc21	5	105	5	8	-1	105	-3	x	14
C/C(O)=C(/C=Nc1ccccc1)C(=O)Nc1ccccc1	-10	112	0	3	2	107	8	-10	-11
CC1(C)CC(=O)C(C2c3ccccc3Oc3ccccc32)C(=O)C1	2	97	-2	0	5	98	-1	6	24
COc1ccccc1/C=C(\NC(=O)c1ccc(OC)c(OC)c1)C(=O)Nc1cccc([N+](=O)[O-])c1	3	107	-1	8	-5	100	9	4	18
O=C(NCc1ccco1)C(c1ccccc1)N(Cc1cccnc1)C(=O)Cn1nnc2ccccc21 (stereo not given)	-7	97	1	17	5	97	-6	5	25

Screens: PubChem BioAssay, several laboratories

These rows are one share of the data; the hit share may differ from the screen's.
